# Screening data from PubChem.
# IEC-6 cytotox = kills IEC-6 intestinal cells in KLF5 counter-screen. IEC-6 cytotoxicity, luminescence viability. inhibition, % at 5 µM. 290,000 tested, 0.78% active. AID 1825; in the data active = inhibition above about 22%;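 also: 0% = plate median of test compound wells and 100% = cytotoxic reference compound wells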
# GSK3B inh = inhibitors of human GSK3beta kinase; P49841; GST-GSK3beta kinase, ADP-Glo luminescence, 60 min; hits give low values; activity score (negative = inhibition), % at 10 µM; 300,000 tested, 0.038% active;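 active = more than half of replicate wells score below -50%, meaning over 50% inhibition versus plate controls; inconclusive = some replicates but at most half score below -50%; inactive = no replicate scores below -50%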;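 also: 0% = median DMSO wells and -100% = median GW8510 positive control wells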
# Target sequence (P49841 whole entry, looked up): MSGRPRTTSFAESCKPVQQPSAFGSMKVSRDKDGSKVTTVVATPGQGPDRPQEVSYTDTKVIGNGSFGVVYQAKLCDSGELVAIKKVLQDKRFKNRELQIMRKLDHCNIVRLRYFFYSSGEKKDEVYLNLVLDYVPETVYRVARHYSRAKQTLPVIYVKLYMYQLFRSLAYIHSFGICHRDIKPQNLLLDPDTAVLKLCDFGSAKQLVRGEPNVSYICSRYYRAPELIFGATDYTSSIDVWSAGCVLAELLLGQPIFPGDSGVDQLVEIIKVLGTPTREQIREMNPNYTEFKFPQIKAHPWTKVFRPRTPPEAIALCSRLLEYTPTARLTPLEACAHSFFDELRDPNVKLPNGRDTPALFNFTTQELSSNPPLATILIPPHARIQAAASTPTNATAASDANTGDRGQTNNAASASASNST
#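 Test system: GST-tagged human GSK3beta kinase, cell-free; evaluation: activity score scaled between in-plate DMSO and GW8510 controls; measured by: ADP-Glo luminescence; incubation: 60 min reaction, RT; benchmarks: DMSO and 20 µM GW8510; reagent: peptide substrate plus 25 µM ATP (final); medium: Tris/MgCl2 kinase buffer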
# GSK3 alpha inh = inhibitors of human GSK-3 alpha kinase; P49840; ADP-Glo luminescence, 60 min; inhibition, % at 10 µM; 320,000 tested, 0.1% active; AID 2650;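 in the data active = inhibition above about 50%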;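 also: GST-tagged GSK-3 alpha with peptide substrate and 25 µM ATP; 0% = DMSO neutral wells and 100% = GW8510 positive control wells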
# Target sequence (P49840 whole entry, looked up): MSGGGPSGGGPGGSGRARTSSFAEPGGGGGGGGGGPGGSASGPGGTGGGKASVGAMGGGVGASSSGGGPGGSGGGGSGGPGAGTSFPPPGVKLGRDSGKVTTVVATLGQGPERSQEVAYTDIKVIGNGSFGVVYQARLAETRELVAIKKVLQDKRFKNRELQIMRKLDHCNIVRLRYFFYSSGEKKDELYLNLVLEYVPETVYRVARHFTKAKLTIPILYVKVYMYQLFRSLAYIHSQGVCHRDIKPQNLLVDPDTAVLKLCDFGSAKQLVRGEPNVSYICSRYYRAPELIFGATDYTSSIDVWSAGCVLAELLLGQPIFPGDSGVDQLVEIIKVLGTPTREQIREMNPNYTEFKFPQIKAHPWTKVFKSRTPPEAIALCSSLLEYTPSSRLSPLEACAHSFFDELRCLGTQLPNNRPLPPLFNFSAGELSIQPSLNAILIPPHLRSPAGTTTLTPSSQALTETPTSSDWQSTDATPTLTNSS
# KLF5 inh = inhibitors of KLF5 expression | DLD-1 KLF5 promoter-luciferase reporter, luminescence | inhibition, % at 5 µM | 290,000 tested, 0.23% active | AID 1700;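 active = inhibition above a per-plate limit of that plate's mean compound inhibition plus 3 SD, cut at about 60% in these data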;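 also: 0% = DMSO wells and 100% = LY294002 at 200 µM; higher means less KLF5 promoter-driven luciferase light; inactives centre near -14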
# aSyn 5UTR inh = MLPCN primary screen, SNCA 5' untranslated region. alpha-synuclein 5'UTR reporter, inhibitor activity. inhibition, % (tested at 7.5 µM). AID 1813. 300,000 tested, 0.82% active; in the data active = inhibition above about 60%; inconclusive = no clear call, values can overlap the other calls;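 also: H4 neuroglioblastoma cells stably carrying SNCA 5'UTR luciferase fusion; 0% = DMSO wells and 100% = positive control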
# HSF1 inhib = HSF1 inhibition | AID 2098 | NIH3T3-HGL HSE-luciferase, MG132-induced, luminescence 8 h; hits give low values | activity change, negative = inhibition, % at 7.5 µM (by protocol) | 300,000 tested, 0.77% active;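 active = more than half of replicate wells show activity change below -50%, luminescence cut by over half; inconclusive = some wells, but at most half, below -50%; inactive = no replicate well below -50%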;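 also: luciferase reports HSF-1 transcriptional activity via heat shock element; 0% = median of DMSO wells and -100% = zero luminescence signal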
# HSP90 inh = inhibitors of HSP90 luciferase refolding in rabbit reticulocyte lysate. luciferase refolding luminescence, 3 h. inhibition, % at 5.6 µM. 290,000 tested, 0.91% active;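 active = inhibition above the screen-wide mean plus 3 SD, computed separately per campaign, cut at about 16% in these data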;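 also: 0% = DMSO wells and 100% = 60 µM geldanamycin wells; inhibitors lower the luminescence because luciferase stays unfolded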
# Platelet DG rel = platelet dense granule release activity; human platelet-rich plasma, SFLLRN dense granule ATP release, luminescence; 300,000 tested, 0.22% active; inhibition, %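 (compounds screened at 7.5 µM in platelet-rich plasma)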;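 active = mean replicate score, as percent of positive control, at or above 50; inconclusive = mean below 50 but at least one replicate at or above 50; inactive = mean and every replicate below 50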
# DYRK1A inh = blocks rat Dyrk1A kinase activity; Q63470; ADP-Glo luminescence, NFATc1 peptide; inhibition, % at 12.5 µM; 310,000 tested, 0.43% active; AID 504441; in the data active = inhibition above about 50%;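 also: plate controls were vehicle with enzyme for no effect and no enzyme for full effect; many of its hits are not listed in these tables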
# HSF1 activator = increases HSF-1 driven luciferase reporter signal; 300,000 tested, 1.7% active; activation, % at 9 µM; AID 504408; NIH3T3-HGL HSF-1 luciferase reporter, MG132, 8 h; 100% = twice DMSO control signal;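 active = mean replicate activation of at least 50% with a set share of replicates each reaching 50%; inconclusive = only one of those two conditions met; inactive = mean below 50% and too few replicates reaching it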;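 also: 0% = median of the neutral control wells and 100% = twice that signal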
# Active calls of the source: *; u = inconclusive; x = no result given. Only part of the results is shown, so the mix of outcomes need not match the whole.
# Sequence of screens: IEC-6 cytotox, GSK3B inh, GSK3 alpha inh, KLF5 inh, aSyn 5UTR inh, HSF1 inhib, HSP90 inh, Platelet DG rel, DYRK1A inh, HSF1 activator
1) CCOc1ccccc1N(CC(=O)Nc1ccc(OC)cc1)S(=O)(=O)c1ccccc1
  -3, -5, 0, 5, -12, 2, 11, -3, 1, -11
2) Cc1cc(Nc2nc3ccccc3nc2Cl)n(-c2ccc([N+](=O)[O-])cc2)n1
  4, -1, 0, -13, -51, 3, -1, -6, x, 7
3) COc1ccc(C(=O)NC(=S)Nc2cccc3cc(O)ccc23)cc1OC
  5, 0, 0, 3, 9, 1, 5, 22, 6, -5
4) Cc1ccc(-n2ncc3c(N4CCC(C(N)=O)CC4)ncnc32)c(C)c1
  7, 0, -2, -32, -27, -7, 3, 2, -2, 7
5) COc1ccc(OCc2cc(C(=O)N3C[C@@H](C)O[C@@H](C)C3)no2)c(Cl)c1
  -2, 3, -3, -48, -67, 10, -7, 5, 2, 18
6) O=S(=O)(Cc1cc(Cl)nc(-c2cccnc2)n1)c1ccccc1
  2, -3, 6, -1, -16, 14, -1, 3, 0, 43
7) Cc1csc2c(=O)sc(NC(=O)c3ccc(F)cc3)nc12
  -4, 4, 0, -3, 12, -4, -2, 6, x, 3
8) c1ccc(N/N=C(\Cc2ncc[nH]2)c2ccccc2)cc1
  7, 0, 9, -4, -55, 4, 4, 15, x, 0
9) CCOc1ccc(CCNC(=O)CN2CCN(Cc3ccccc3F)C2=O)cc1OCC
  2, 1, 1, -73, -9, 0, 1, -4, 2, 6
10) CC(c1nccs1)N(C)C(=O)CCc1nnc(CCc2ccccc2)o1 (stereo not drawn)
  -2, -1, -2, -16, 2, x, 1, -2, -8, x
11) Cc1nc2ccc([N+](=O)[O-])cc2c(=O)n1Cc1cccc(F)c1
  -4, 3, 0, -18, 20, 1, 1, 0, -2, 17
12) O=C(O)CN1C(=O)/C(=C\c2cccc(OCc3ccccc3)c2)SC1=S
  2, 0, -1, -19, 18, 0, 2, 3, 1, -2
13) C=CCn1c(SCC(=O)Nc2cccnc2Cl)nnc1-c1ccc(Cl)cc1
  1, -2, 0, 27, 5, 3, 2, -8, -4, 5
14) Cc1cc(C)nc(Sc2ncnc3c2oc2ccccc23)n1
  4, -4, -2, 6, -64, 6, -4, 1, 4, 28
15) CCOc1ccc(NC(=O)NCc2ccccn2)cc1
  -7, -4, 2, -11, -31, -8, 0, -8, 0, -4
16) CC(C)(C)C1CCC(=NNC(=O)CC(=O)NCc2ccccc2)CC1 (stereo not drawn)
  0, 4, -2, -24, 5, 3, -1, -2, -1, 20
17) COc1ccc2c(c1)CCc1c(C(=O)NCC(C)C)noc1-2
  1, 4, 1, -126, -50, 34, 4, -4, -1, 58*
18) COc1ccc(Br)c(C(=O)Nn2c(C)nc3ccccc3c2=O)c1
  -4, 3, 3, -4, -10, -7, -3, -2, 22, 12
19) N#Cc1cccc2c1-c1ccccc1/C2=N/NC(N)=S
  11, -3, 0, -30, 33, -3, 6, 3, 27, 4
20) Cc1cc(Cl)c(S(=O)(=O)Nc2ccc3c(c2)OCO3)cc1OCC(N)=O
  0, 2, -1, -21, 4, 9, 5, 0, -6, -6

# Compound profiles (already shown).
# Results for `Cc1cc(Nc2nc3ccccc3nc2Cl)n(-c2ccc([N+](=O)[O-])cc2)n1` = IEC-6 cytotox: 4; GSK3B inh: -1; GSK3 alpha inh: 0; KLF5 inh: -13; aSyn 5UTR inh: -51; HSF1 inhib: 3; HSP90 inh: -1; Platelet DG rel: -6; DYRK1A inh: x; HSF1 activator: 7
# Results for `Cc1cc(C)nc(Sc2ncnc3c2oc2ccccc23)n1` = IEC-6 cytotox: 4; GSK3B inh: -4; GSK3 alpha inh: -2; KLF5 inh: 6; aSyn 5UTR inh: -64; HSF1 inhib: 6; HSP90 inh: -4; Platelet DG rel: 1; DYRK1A inh: 4; HSF1 activator: 28
# Results for `Cc1cc(Cl)c(S(=O)(=O)Nc2ccc3c(c2)OCO3)cc1OCC(N)=O` = IEC-6 cytotox: 0; GSK3B inh: 2; GSK3 alpha inh: -1; KLF5 inh: -21; aSyn 5UTR inh: 4; HSF1 inhib: 9; HSP90 inh: 5; Platelet DG rel: 0; DYRK1A inh: -6; HSF1 activator: -6

# Later entries.
# Sequence of screens: IEC-6 cytotox, GSK3B inh, GSK3 alpha inh, KLF5 inh, aSyn 5UTR inh, HSF1 inhib, HSP90 inh, Platelet DG rel, DYRK1A inh, HSF1 activator
21) O=c1[nH][nH]c(-c2ccccc2O)c1C(C[N+](=O)[O-])c1ccc(Br)cc1 (stereo not drawn)
  7, 0, 0, -10, -95, -8, 8, -13, x, 2
22) O=C(COC(=O)CCCNC(=O)c1ccc(Cl)cc1)NC1CC1
  -2, 2, 0, -13, 9, -3, 0, -8, -7, 6
23) CC(NCc1ccco1)C(=O)N1CCc2ccccc2C1 (stereo not drawn)
  -1, 2, -2, -22, 7, -3, 1, -5, -2, 15
24) CCOc1ccc(N(CC(=O)N2CCN(c3ccccc3OC)CC2)S(=O)(=O)c2ccc(C)cc2)cc1
  4, -4, x, -23, 9, 7, 6, 14, x, -2
25) O=C(Nc1nccs1)c1sc2ccccc2c1Cl
  14, 0, 0, -57, u, -2, 23*, 8, 5, 28
26) CCc1ccc(N(CC(=O)Nc2ccccc2C(=O)N2CCOCC2)S(C)(=O)=O)cc1
  -13, -1, -3, 0, -5, -13, -2, -6, -2, -5
27) Cc1nn(Cc2c(F)cccc2Cl)c(=O)c2ccccc12
  4, 0, 7, -18, 35, 16, 4, -10, -4, 48
28) Nn1c(SCc2csc(-c3ccccc3)n2)nnc1-c1cccs1
  4, 1, 1, -35, -25, 9, -2, -2, -8, 31
29) COC(=O)c1c(NC(=O)CN2CCC(C(N)=O)CC2)c2c(C)cccc2n1C
  -5, 1, -3, -22, 17, -9, 1, 2, 0, 6
30) COCCNC(=O)Cn1cnc2c(cnn2-c2ccc(C)cc2)c1=O
  -4, x, -1, -39, 12, 1, 2, 2, 2, 16
31) O=C(CSc1nc2ccccc2o1)NCc1ccc2c(c1)OCO2
  -2, -1, -1, -30, -79, 12, 2, -1, 2, 7
32) O=C1C2C3C=CC(C3)C2C(=O)N1c1cccc(-c2nc3ccccc3o2)c1 (stereo not drawn)
  -6, 3, -4, -33, -17, 34, -3, -6, -9, 32
33) Cc1nnc(SCc2nc3ccccc3[nH]2)s1
  1, 1, -3, -8, -34, 1, -1, -28, 2, 16
34) Cc1ccc(C)c(Cn2nnc3c(=O)[nH]c(C4CCN(C(=O)c5cccs5)CC4)nc32)c1
  4, -3, -1, 10, 17, 27, 0, -6, -3, 76*
35) Cc1ccc(S(=O)(=O)N2Cc3ccccc3CC2C(=O)Nn2cnnc2)cc1 (stereo not drawn)
  3, 0, -4, -44, 21, 2, -3, 3, 2, 2
36) CCCc1nc2oc3cc(OC)ccc3c(=O)c2c(=O)n1Cc1ccco1
  -4, 4, 35, -18, 15, 4, 1, -1, 12, 10
37) CC(NC(=O)c1ccccc1)C(=O)N/N=C/c1cccc([N+](=O)[O-])c1 (stereo not drawn)
  14, 4, -1, -2, -22, 0, 3, -7, -4, 8
38) COc1ccc(-c2nc3ccc(C(=O)NCC(OC)OC)cc3nc2-c2ccc(OC)cc2)cc1
  1, 3, 1, -14, 19, -7, 1, 10, 4, -28
39) COC(=O)c1cc(NS(=O)(=O)c2ccc3c(c2)CCC(=O)N3)cc(C(=O)OC)c1
  -4, -2, -3, -39, 12, -1, -3, -7, 8, -9
40) COCc1nnc(SCC(=O)Nc2cccc(Cl)c2C)n1-c1ccccc1
  -6, 1, -3, -15, -2, 5, 1, 3, 2, 2
41) CN1CC(=O)N(CC(=O)NCCc2ccc(F)cc2)c2ccccc2C1=O
  -1, x, -31, -21, x, x, 4, x, 28, x
42) Cc1ccccc1OCCNc1cc(N2CCNCC2)ccc1[N+](=O)[O-]
  4, 1, -1, -7, 4, 5, -3, -1, x, 6
43) Cc1sc2ncnc(OCC(=O)N3CCN(C(=O)c4ccco4)CC3)c2c1C
  -4, 3, -1, -35, -7, -4, 3, -1, 8, 7
44) Cc1ccc(CNC(=O)[C@H](C)N2C(=O)N3CCc4c([nH]c5ccccc45)[C@@]3(C)C2=O)cc1
  -6, 2, -1, 2, 4, 64, -2, -2, -4, 97*
45) COc1ccc(C2c3sc(=O)[nH]c3SC3C(=O)N(c4ccccc4)C(=O)C32)cc1 (stereo not drawn)
  1, 5, -1, -69, -3, 12, -1, -7, 42, 8
46) Cn1c(=O)c2c(nc(NC(Cc3ccccc3)C(=O)O)n2Cc2ccccc2)n(C)c1=O (stereo not drawn)
  2, 2, -2, 1, -29, -6, 2, 3, -9, -10
47) CSc1nnc(SCC(=O)N(C)c2c(N)n(Cc3ccccc3)c(=O)[nH]c2=O)s1
  x, 3, -3, x, 5, -4, x, 14, -3, -3
48) Cn1c(SCC(=O)NC(C)(C)C)nc(O)cc1=O
  -4, 0, -3, -12, -11, -1, -3, 7, -8, -8
